Compound activity deposited in PubChem BioAssay by several laboratories.
Exocytosis inh: LAMP-1 surface exposure blockers, TALL-104 cells – cell-based, flow cytometry, MLPCN library, primary screen; TALL-104 LAMP-1 surface exposure; cells stimulated with thapsigargin and PMA; 360,000 compounds, 0.66% hits; inhibition, % at 10 µM;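 active means inhibition above about 55%, limit read from the data; inconclusive means no clear call, values can overlap the other calls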
aDG glyco up: activators of alpha-DG glycosylation, primary screen, uHTS, Pro5-aDG cells, AlphaScreen; 360,000 compounds, 0.22% hits; alpha-DG glycosylation AlphaScreen (IIH6); 0% Pro5, 100% B10-LARGE cell signal; AID 624168, 2012; activation, % at 10 µM;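 active means activation of at least 8% versus controls, or a plate z-score of at least 8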;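 further: Pro5 are CHO cells carrying HIG-tagged alpha-DG that lacks glycosylation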
TLR9-MyD88 inh: inhibitors of TLR9-MyD88 association in cells, primary screen, cell-based, CHO, BLA complementation, fluorescence; Toll-like receptor 9 (Homo sapiens) + Myeloid differentiation primary response protein …; inhibition, % at 4.98 µM; CCF4 FRET ratio; AID 504734, 2011; 340,000 compounds, 0.21% hits;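 active means inhibition above the mean over all tested compounds plus 3 SD, cut at about 21% in these data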;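 further: 0% = DMSO only wells and 100% = clavulanate BLA inhibitor control wells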
Target sequence (Q99836 whole entry, looked up): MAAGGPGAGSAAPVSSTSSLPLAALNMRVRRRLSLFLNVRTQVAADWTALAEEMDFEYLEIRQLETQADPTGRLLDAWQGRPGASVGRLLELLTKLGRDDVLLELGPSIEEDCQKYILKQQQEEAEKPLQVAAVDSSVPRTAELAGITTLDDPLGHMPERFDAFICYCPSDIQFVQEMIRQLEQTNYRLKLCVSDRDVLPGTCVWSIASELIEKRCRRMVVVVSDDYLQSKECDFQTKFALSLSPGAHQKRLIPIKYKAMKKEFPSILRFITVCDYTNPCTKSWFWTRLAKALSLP
Target sequence (Q9NR96 whole entry, looked up): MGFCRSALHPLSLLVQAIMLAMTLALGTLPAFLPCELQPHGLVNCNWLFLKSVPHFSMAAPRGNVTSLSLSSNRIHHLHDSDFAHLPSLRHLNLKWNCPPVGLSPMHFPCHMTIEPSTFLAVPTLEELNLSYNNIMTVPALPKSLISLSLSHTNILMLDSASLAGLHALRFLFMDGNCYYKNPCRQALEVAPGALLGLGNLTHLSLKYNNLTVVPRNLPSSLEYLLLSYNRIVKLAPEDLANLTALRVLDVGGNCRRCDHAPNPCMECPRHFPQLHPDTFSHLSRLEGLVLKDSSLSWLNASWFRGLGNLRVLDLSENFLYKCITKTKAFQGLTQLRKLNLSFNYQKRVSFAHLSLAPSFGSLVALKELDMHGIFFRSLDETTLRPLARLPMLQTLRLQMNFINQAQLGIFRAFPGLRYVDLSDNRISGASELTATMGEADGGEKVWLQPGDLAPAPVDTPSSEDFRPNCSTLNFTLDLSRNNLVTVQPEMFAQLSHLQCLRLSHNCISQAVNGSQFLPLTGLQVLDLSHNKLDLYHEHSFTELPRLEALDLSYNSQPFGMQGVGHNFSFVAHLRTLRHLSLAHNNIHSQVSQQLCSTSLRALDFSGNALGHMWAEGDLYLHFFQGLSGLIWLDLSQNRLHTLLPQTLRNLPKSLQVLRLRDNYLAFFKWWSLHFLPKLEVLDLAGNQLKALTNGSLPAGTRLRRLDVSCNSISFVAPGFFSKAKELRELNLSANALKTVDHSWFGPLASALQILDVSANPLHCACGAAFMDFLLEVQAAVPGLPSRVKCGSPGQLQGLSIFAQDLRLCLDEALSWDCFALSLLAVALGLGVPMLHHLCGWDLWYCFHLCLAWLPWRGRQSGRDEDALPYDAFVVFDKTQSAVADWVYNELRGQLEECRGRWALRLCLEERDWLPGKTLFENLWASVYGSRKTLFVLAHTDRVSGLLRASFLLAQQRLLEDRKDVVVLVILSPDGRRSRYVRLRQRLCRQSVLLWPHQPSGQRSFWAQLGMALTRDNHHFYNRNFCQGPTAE
ABHD5-PLIN5 inh: ABHD5-PLIN5 interaction inhibitors, primary screen, cell lysate, split luciferase complementation, luminescence | 360,000 compounds, 0.78% hits | Perilipin-5 (Homo sapiens) + 1-acylglycerol-3-phosphate O-acyltransferase ABHD5 (Homo … | inhibition, % at 4 µM | Split G. princeps luciferase complementation, 4 h;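 active means inhibition above the mean inhibition across every tested compound plus 3 SD, cut at about 22% in these data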;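 further: 0% = DMSO only wells and the 100% control is not disclosed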
MC4R barr agon: MC4R agonists recruiting beta-arrestin, primary screen, cell-based, luminescence, agonist arm of biased-ligand search; U2OS MC4R beta-arrestin complementation; percent of melanotan II response, DMSO zero; activation, % at 8.9 µM; 360,000 compounds, 0.98% hits; AID 540308, 2011;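 active means activation above a per-plate cutoff, the mean activation of sample wells on that plate plus 3 SD, cut at about 8% in these data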
MC4R antagonist: MC4R antagonists of cAMP signaling, primary screen, cell-based, TR-FRET, antagonist arm of biased-ligand search; Melanocortin receptor 4 (Homo sapiens), P32245; MC4R-expressing cells, MTII-stimulated cAMP, LANCE TR-FRET; inhibition, % at 6.5 µM; 360,000 compounds, 0.48% hits;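 active means inhibition above its plate's cutoff, the mean of tested wells on that plate plus 3 SD, cut at about 29% in these data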;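 further: 0% = Melanotan II alone and 100% = Melanotan II plus saturating MCL0020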
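System: U2OS cells stably expressing human melanocortin 4 receptor (MC4R). Reagent: Melanotan II challenge after compound preincubation. Doses: 6.5 µM. Times: 30-min compound, 1-h challenge, 1-h detection, room temperature. Measured by: TR-FRET with Eu-cAMP and labeled anti-cAMP, 671 nm. Replicates: singlicate.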
ABCB6 inh 2: ABCB6 transporter inhibitors, primary screen, K562-ABCB6 cells, flow cytometry, MLPCN library | ATP-binding cassette sub-family B member 6 (Homo sapiens), Q9NP58 | K562-ABCB6 porphyrin accumulation, 1 h; active compounds read low | fluorescence ratio to DMSO, % at 10 µM | 360,000 compounds, 0.19% hits;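 active means fluorescence ratio to DMSO below 75%, the collection mean minus 3 SD; inconclusive means too few cells collected in the well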;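 further: signal is porphyrin accumulated inside mitochondria; 100% equals median channel fluorescence of DMSO control wells; lower ratio means ABCB6 inhibition with less porphyrin fluorescence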
N-glyco inh: increase of ERlucT glycosylation luciferase signal, primary screen, N-linked glycosylation inhibitor project, D54 ERlucT cells, luminescence, set 2. AID 588692, 2011. reporter increase, % at 12.5 µM. 360,000 compounds, 0.23% hits. D54 ERlucT glycosylation luciferase reporter, 24 h; percent of 100 nM tunicamycin response;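 active means mean luciferase reporter signal, scaled so untreated is 0 and the glycosylation-blocking control 100, at or above a set limit in every replicate; inconclusive means mean reaches the limit but not every replicate does; inactive means mean below the limit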;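 further: luciferase carries N-glycosylation sites so blocking glycosylation raises the light; 0% = median of neutral control wells and 100% = median of 100 nM tunicamycin wells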
NOD2-RIPK2 inh: NOD2-RIPK2 binding disruptors in cells, primary screen, fluorescence, CHO cells, BLA complementation; 360,000 compounds, 0.38% hits; inhibition, % at 4.98 µM; Receptor-interacting serine/threonine-protein kinase 2 (Homo sapiens), O43353; CCF4 ratio; in the data active means inhibition above about 21%;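 further: 0% = vehicle only and 100% = reference blocker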
Vif imaging: HIV Vif self-association inhibitors, primary screen, imaging, HEK293T, single point. HEK293T cells, Vif self-association by quenched fluorescence, 24 h. inhibition, % at 7.49 µM. 340,000 compounds, 0.35% hits; in the data active means inhibition above about 50%, passing the limit was not always enough; inconclusive means no clear call, values can overlap the other calls; inactive means below about 31%; further: some results filed as inactive read as strong as hits
Starred values were filed as active, the others as inactive; ? = inconclusive; nt = no result given.

SMILES	Exocytosis inh	aDG glyco up	TLR9-MyD88 inh	ABHD5-PLIN5 inh	MC4R barr agon	MC4R antagonist	ABCB6 inh 2	N-glyco inh	NOD2-RIPK2 inh	Vif imaging
Cn1c(C(=O)NCCCN2CCCCCC2)cc2c(=O)n(C)c3ccccc3c21	-4	0.1	-4	0	0.8	13	97	6	-7	7
COc1cccc([C@@H]2CC=C(C(=O)O)CN2S(=O)(=O)c2ccc(C)cc2)c1	6	-0.2	6	-15	-0.6	6	100	1	9	nt
O=C(/C=C/c1c(F)cccc1Cl)Nc1nn[nH]n1	2	-0.1	-2	6	-1.7	4	96	1	-12	6
Cc1onc(-c2c(F)cccc2Cl)c1C(=O)N1CCc2ccccc21	1	-0.1	4	0	-2.3	9	100	0	-6	-4
Cc1ccc2nc(SCC(=O)NCc3ccco3)nc(=O)n2c1	6	0.1	8	4	-2.5	3	95	2	0	6
O=C(O)c1cccc(Oc2ncnc3sc4c(c23)CCCC4)c1	-2	0.0	-5	-1	-3.1	7	97	0	-12	1
Cc1ccc(S(=O)(=O)/N=C2/NC(=O)/C(=C\c3ccccc3)S2)cc1	1	0.9	-11	9	1.4	14	97	-2	-14	-3
Cc1ccc(NC(=O)[C@@H]2CCC(=O)N2C2OC(=O)c3ccccc32)cc1Cl (stereo not given in full)	-5	-0.2	1	-5	1.9	2	101	3	4	0
CCOc1ccc(S(=O)(=O)N2CCC(C(=O)N3CCN(c4ccccc4)CC3)CC2)cc1	-10	0.3	6	16	3.5	-4	106	-6	-19	14
C=CCC(=O)NC1CC(C)(C)Cc2c1cnn2-c1ccccc1C (stereo not given)	-2	0.4	-9	1	-0.6	3	106	2	-1	-3
CCC(Sc1nc2ccsc2c(=O)n1CCC(=O)O)C(=O)Nc1ccc(Cl)cc1 (stereo not given)	-8	0.0	-11	-1	-1.4	-5	100	1	-5	?
CC(=O)N1CC(C)Sc2ccc(S(=O)(=O)NC3CCCCC3)cc21 (stereo not given)	10	0.5	-5	-8	-2.1	-7	96	-1	-4	-17
O=[N+]([O-])c1cc(C(F)(F)F)ccc1NCCCCNS(=O)(=O)c1ccc2ccccc2c1	-1	0.5	10	3	-1.0	3	94	0	1	-6
Cn1c(=O)c2c(nc(CN3CCN(C(c4ccccc4)c4ccccc4)CC3)n2CCCO)n(C)c1=O	21	-0.1	-4	3	0.9	21	96	2	1	-3
Cc1ccc(-n2nc(C)c(NS(=O)(=O)c3ccccc3)c2C)cc1C	-2	0.1	9	3	-2.8	8	97	-4	-3	-2

The list goes on, overlapping the part above by two compounds.
SMILES	Exocytosis inh	aDG glyco up	TLR9-MyD88 inh	ABHD5-PLIN5 inh	MC4R barr agon	MC4R antagonist	ABCB6 inh 2	N-glyco inh	NOD2-RIPK2 inh	Vif imaging
Cn1c(=O)c2c(nc(CN3CCN(C(c4ccccc4)c4ccccc4)CC3)n2CCCO)n(C)c1=O	21	-0.1	-4	3	0.9	21	96	2	1	-3
Cc1ccc(-n2nc(C)c(NS(=O)(=O)c3ccccc3)c2C)cc1C	-2	0.1	9	3	-2.8	8	97	-4	-3	-2
O=C(NCCN1CCN(c2ccccc2)CC1)c1ccc2c(c1)[nH]c(=S)n1c3ccccc3nc21	-1	-0.2	-11	5	8.9*	8	96	-4	-11	0
Cc1cc(CNC(=O)COc2ccc(F)cc2)c2ccccc2n1	20	1.0	0	2	0.4	-4	98	1	-11	-11
N/C(=N\OC(=O)c1ccc(Br)cc1)c1ccccc1	-3	-0.3	1	4	2.7	-4	111	-14	-5	13
COc1ccc(-n2c(SCCC(=O)O)nnc2-c2ccncc2)cc1	0	-0.1	-7	-3	0.3	2	97	1	-1	-13
COc1ccc2c(c1)c(=O)oc1cc(OCC(=O)NC3CC3)ccc12	5	-0.1	1	-4	-0.9	1	92	1	-5	5
NS(=O)(=O)c1ccc(NC=C2C(=O)OC3(CCCCC3)OC2=O)cc1	1	-0.4	0	5	-1.6	4	94	4	0	0
CCNc1c([N+](=O)[O-])ncn1C	0	0.0	4	-1	0.5	-6	94	0	-7	5
COCCN(CC(=O)Nc1ccccc1C(F)(F)F)C(=O)c1ccc(-n2cccn2)cc1	1	0.0	-1	-12	-2.8	11	106	1	-5	4
COc1ccc(N2C(=O)c3ccccc3NC2c2ccc(OC)c(CN3CCOCC3)c2)cc1 (stereo not given)	14	0.1	1	-4	-2.6	5	94	-5	-9	-3
CCOC(=O)c1nc(Nc2ccccc2C)c2ccccc2n1	-7	0.0	10	1	-0.7	-6	97	-1	-3	-1
Cc1ccc(C)c(N2CCN(C(=S)Nc3ccc4nc(N5CCN(C)CC5)cc(C)c4c3)CC2)c1	34	-0.1	3	19	3.8	6	91	-10	12	-2
O=C(c1ccc2nc[nH]c2c1)N1CCN(c2cccc(C(F)(F)F)c2)CC1	32	-0.1	0	4	-0.6	2	102	-3	5	-8
Cc1ccc(S(=O)(=O)NNC(=O)C2CCN(Cc3ccccc3)CC2)cc1	0	0.0	-3	-3	0.6	2	96	1	-1	0
Cn1c(N)c(C(=O)/C=C/c2ccccc2)c(=O)[nH]c1=O	-10	0.1	-2	1	-2.1	-4	100	-3	-7	-4
COC(=O)CSc1nnc(-c2sc3ccccc3c2Cl)o1	0	-0.1	1	3	0.0	6	92	0	-12	nt
COC(=O)c1ccc(N2CCN(C(=O)c3ccccc3)CC2)c(NC(C)=O)c1	1	-0.2	11	0	0.5	3	97	2	-3	8
CCCCNC(=O)CC1N=C2c3ccccc3N=C(SCC(=O)Nc3cccc(OC)c3)N2C1=O (stereo not given)	1	0.1	-1	8	-0.3	5	101	-2	-1	-3
CCOC(=O)c1oc2cc(O)c(CC)cc2c(=O)c1-c1ccc2c(c1)OCCO2	9	0.4	2	-6	1.2	-3	97	-5	-1	-13
CCOC(=O)c1c(-c2ccccc2)oc2ccc(OCC(=O)NN)cc12	11	0.1	-4	8	3.8	8	98	2	-1	-3
COc1ccc(C(=O)C[n+]2cn(C(F)F)c3ccccc32)c(F)c1	2	0.1	9	-4	-1.5	-5	95	3	-5	-2
O=C(/C=C/c1ccco1)NC(=S)Nc1cccc(-c2nc3ccccc3o2)c1	-1	-0.3	-2	12	-4.0	-16	96	16	-2	nt
O=C(Cn1ncc2c1-c1ccccc1OC2)N1CCN(Cc2ccc3c(c2)OCO3)CC1	-5	0.1	-6	-7	-1.1	3	91	0	8	nt
Cc1nn(-c2ccccc2)c(C)c1C(=O)OCc1ccc(C#N)cc1	-18	0.3	1	5	0.4	4	97	-2	5	-2
O=S(=O)(Nc1ccc(Cl)c(Cl)c1)N1CCOCC1	0	-0.1	-6	-4	-3.4	2	94	0	-3	-9
COC(=O)C1=C(C)N(Cc2ccccc2)C(=NCC(C)C)N[C@H]1c1cccc(F)c1	-5	1.7	1	9	-0.2	2	92	2	-3	4
O=C(NC1CCCCC1)c1ccc(CNc2nc(=S)[nH]c3ccccc23)cc1	-1	-0.1	-1	5	-0.3	8	95	-3	2	-5
O=C(N/N=C\C=C\c1ccco1)c1cncc(Br)c1	-3	0.0	-1	3	-1.7	-13	91	4	8	0
Cn1c(-c2ccc3ccccc3n2)[n+](C)c2ccccc21	7	-0.2	1	8	-1.2	6	94	4	1	5
Nc1c(S(=O)(=O)c2ccccc2)c2nc3ccccc3nc2n1CCN1CCOCC1	0	-0.1	5	2	-0.1	10	91	-1	-6	-2
CC(=O)N1CCCc2cc(S(=O)(=O)NCc3ccc(C)cc3)ccc21	-3	0.4	0	-1	-0.7	4	103	0	-7	-9
CCOC1=C2[C@@H](CN(S(=O)(=O)c3ccc(C)cc3)[C@H]2c2ccc(CC)cc2)[C@H]2C(=O)N(c3ccccc3)C(=O)[C@H]2C1	-4	-0.2	nt	-3	nt	nt	95	-2	-3	nt
Clc1ccc(-c2nnc(C3CCCCC3)o2)cc1	1	0.1	1	-1	-1.0	5	96	-2	3	6
CC(=O)OCCCNc1cc(Sc2nc3ccccc3s2)c2nonc2c1[N+](=O)[O-]	69*	-0.2	1	-13	-3.9	-41	101	4	-7	-1
Cc1cc(C(C#N)c2ccccc2)n2ncnc2n1 (stereo not given)	0	-0.2	-7	0	-0.5	6	92	5	-7	nt
CS(=O)(=O)N1Cc2ccccc2CC1C(=O)Nc1ccccc1C(N)=O (stereo not given)	0	0.7	-4	3	3.0	13	99	1	-18	-5
COc1ccc(OC)c(S(=O)(=O)N2CCC(C(=O)NC3CCCCC3)CC2)c1	-4	0.3	-4	1	-0.2	-4	97	2	-2	-6
Clc1cccc(-c2cc3nc(NCCOc4ccccc4)ccn3n2)c1	-1	-0.1	nt	1	11*	2	97	0	-13	-5
COc1ccc(Cl)cc1NC(=O)C(C)N1CCN(c2ccccn2)CC1 (stereo not given)	-8	0.1	-11	7	1.3	5	93	-6	-13	5
Cc1c(NC(=O)c2cc(S(=O)(=O)N3CCCCC3)ccc2Cl)c(=O)n(-c2ccccc2)n1C	-1	-0.2	-7	3	0.4	3	94	0	1	2
Cc1cc(NCCO)c2cc(O)ccc2n1	2	-0.1	10	-1	-1.6	7	95	1	1	nt
CCc1noc(C)c1C(=O)N1CCN(S(=O)(=O)c2c(C)cc(C)cc2C)CC1	-2	0.1	-1	-1	-1.7	8	103	-2	11	-17
CCC(=O)N1CCc2cc(S(=O)(=O)N3CCN(c4ccccc4Cl)CC3)ccc21	-3	0.3	3	-1	-1.7	0	98	1	-1	8
CO/N=C(/CS(=O)(=O)Cc1ccccc1Cl)c1ccc(Cl)cc1Cl	0	0.1	-5	-11	4.7	9	96	-3	6	0
CCc1cccc(NC(=O)c2ccc(CNc3c(N4CCCC4)c(=O)c3=O)cc2)c1	-2	-0.2	1	-2	0.3	5	105	1	2	-1
CCOc1ccc(C(=O)NC(C(=O)NCCc2ccc(S(N)(=O)=O)cc2)C(C)C)cc1 (stereo not given)	-9	-0.1	-15	5	-1.2	-5	97	0	-5	12
COc1ccc2cc(C(=O)/C=C/c3cc(OC)c(O)c(OC)c3)ccc2c1	39	-0.1	0	8	-0.3	-3	129	8	0	5
CN(c1ccccc1)S(=O)(=O)c1cccc(NC(=O)CSc2nncn2C)c1	-3	0.1	-5	3	-0.4	8	103	2	-1	3

Only part of the results is shown (hit frequency here may not be typical).
